Assay outcomes from PubChem.
HTR5A inv ctr – counter-screen for OPRM1-OPRD1 inverse agonists: human HTR5A inverse agonism. actives 0.083% (n = 340,000). HTR5A cell line, luminescence. inhibition, % at 9.3 µM. P47898; in the data active = inhibition mostly above about 23%, no sharp cut-off; inactive = mostly below about 18%;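 note: 0% = cells with DMSO and 100% = no-cell wells with DMSO; some compounds called inactive have numbers as strong as hits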
Target sequence (P47898 whole entry, looked up): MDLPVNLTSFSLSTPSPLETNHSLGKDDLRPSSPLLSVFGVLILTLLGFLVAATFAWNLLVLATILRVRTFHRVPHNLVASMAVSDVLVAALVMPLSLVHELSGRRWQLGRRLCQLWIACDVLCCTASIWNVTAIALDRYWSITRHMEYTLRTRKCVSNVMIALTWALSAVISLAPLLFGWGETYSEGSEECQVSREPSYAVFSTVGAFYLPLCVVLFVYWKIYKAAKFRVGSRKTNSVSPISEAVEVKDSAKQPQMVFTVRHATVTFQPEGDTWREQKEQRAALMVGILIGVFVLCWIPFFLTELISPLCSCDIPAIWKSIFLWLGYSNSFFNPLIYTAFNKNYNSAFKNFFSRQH
RTF Ca sens inh – cardiac RTF calcium desensitization | inhibition, % at 7.15 µM | AID 493244 | actives 0.12% (n = 340,000) | IANBD-labeled cardiac RTF, Ca2+ fluorescence;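 active = inhibition above the mean inhibition of all tested compounds plus 3 SD, cut at about 17% in these data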;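 note: assay run at fixed EC70 calcium of 1.6 mM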
MOR-DOR ag – OPRM1-OPRD1 heterodimerization agonism. cells, luminescence. activation, % at 9.3 µM. actives 0.3% (n = 340,000). P35372+P41143. AID 504326; in the data active = activation above about 18%;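 note: 0% = vehicle-treated cells and 100% = reference agonist; values of inactives mirror those of a sister screen read the other way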
Keap1-Nrf2 PPI – Keap1-Nrf2 (human) interaction inhibition; Q14145; Keap1 Kelch-Nrf2 peptide fluorescence polarization, 1536-well; inhibition, % at 9.4 µM; actives 0.15% (n = 340,000); in the data active = inhibition above about 12%;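 note: human Keap1 Kelch domain with fluorescein labeled Nrf2 9mer peptide probe; 0% = neutral control wells and 100% = peptide positive control; higher means more block of Keap1 binding to Nrf2 peptide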
Target sequence (Q14145 whole entry, looked up, the tested form may be a part): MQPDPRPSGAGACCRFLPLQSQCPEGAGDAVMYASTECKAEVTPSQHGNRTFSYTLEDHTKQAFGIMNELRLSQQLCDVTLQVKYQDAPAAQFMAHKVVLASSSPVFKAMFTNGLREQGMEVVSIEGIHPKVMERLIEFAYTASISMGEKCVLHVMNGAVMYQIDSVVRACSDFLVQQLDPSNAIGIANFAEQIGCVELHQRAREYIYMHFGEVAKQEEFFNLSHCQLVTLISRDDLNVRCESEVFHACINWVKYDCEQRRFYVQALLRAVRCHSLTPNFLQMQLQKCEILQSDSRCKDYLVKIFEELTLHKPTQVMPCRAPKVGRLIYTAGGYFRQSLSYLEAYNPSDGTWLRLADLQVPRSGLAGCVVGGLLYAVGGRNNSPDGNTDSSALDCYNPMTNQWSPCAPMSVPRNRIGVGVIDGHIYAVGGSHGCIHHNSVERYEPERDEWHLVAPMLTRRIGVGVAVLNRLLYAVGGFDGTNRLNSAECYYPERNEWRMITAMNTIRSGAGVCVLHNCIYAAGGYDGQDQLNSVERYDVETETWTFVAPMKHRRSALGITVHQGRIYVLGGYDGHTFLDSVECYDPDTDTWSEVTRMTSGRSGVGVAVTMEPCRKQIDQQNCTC
OPRM1-OPRD1 inv – inverse agonists of human mu-delta opioid receptor heterodimerization | P35372+P41143 | cell-based MOR-DOR heterodimer luminescence, inverse agonism | inhibition, % at 9.3 µM | actives 0.21% (n = 340,000); in the data active = inhibition above about 22%, passing the limit was not always enough;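 note: 0% = cells with DMSO and 100% = wells without cells with DMSO; values of inactives mirror those of a sister screen read the other way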
V-ATPase pHluor – alters yeast V-ATPase proton transport; actives 0.37% (n = 350,000); response, % at 10 µM; AID 504577; S. cerevisiae, pHLuorin cytosolic pH fluorescence; in the data active = response mostly above about 7.3%, no sharp cut-off; inactive = mostly below about 5.4%; note: actives read high; inactives centre near 0; some compounds called inactive have numbers as strong as hits; reference of the scale not given here
HTR5A ag – activates human HTR5A in OPRM1-OPRD1 agonist counter-screen. P47898. HTR5A agonist assay, luminescence, cell-based. activation, % at 9.3 µM. actives 0.61% (n = 340,000). AID 504692; in the data active = activation mostly above about 9.5%, no sharp cut-off; inactive = mostly below about 7.6%;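 note: 0% = cells with vehicle only and 100% = reference agonist; strong numbers were not always called active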
C-LANA FP – inhibitors of KSHV LANA C-terminal domain DNA binding; MBP-C-LANA/FAM-LBS DNA binding, fluorescence polarization; AID 504423; actives 0.078% (n = 340,000); inhibition, % at 9 µM;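 active = highest replicate inhibition at or above 60% at 9 µM, even if other replicates fall short; inactive = all replicates below 60% inhibition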;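 note: 0% = neutral control wells and 100% = 4 µM acridine orange control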
RTF Ca sens act – increases calcium sensitivity of human cardiac regulated thin filaments; P19429+P45379; IANBD-labeled TnC RTF fluorescence at EC20 calcium; 0% EC20 calcium, 100% full calcium; activation, % at 7.2 µM; actives 0.24% (n = 340,000); AID 493008;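 active = activation above the mean over all tested compounds plus 3 SD, cut at about 30% in these data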;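 note: rise in fluorescence read as greater calcium sensitivity of cardiac thin filaments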
CAL-PDZ inh HTS – blocks peptide binding to the human CAL PDZ domain. inhibition, % at 24.9 µM. Q9HD26. AID 602252. actives 0.92% (n = 300,000). purified CAL PDZ, TMR-peptide fluorescence polarization, 1 h;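 active = mean inhibition of at least 30% with at least half of replicates also reaching 30%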;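 note: 0% = DMSO neutral control and 100% = excess unlabeled competitor peptide PRC23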
* marks the source's active call; other numbers are inactive results; . = no result given.

The opening six compounds (preview)
SMILES | HTR5A inv ctr | RTF Ca sens inh | MOR-DOR ag | Keap1-Nrf2 PPI | OPRM1-OPRD1 inv | V-ATPase pHluor | HTR5A ag | C-LANA FP | RTF Ca sens act | CAL-PDZ inh HTS
COc1ccc(C2(O)C(=O)Nc3ccc(C)cc32)cc1OC (stereo unspecified) | -18 | -1 | -2.0 | 3 | 9 | -1 | 5 | 1.3 | -2 | -3
S=C(Nc1ccc(Cl)cc1)N1CCN(Cc2ccccc2)CC1 | -3 | 3 | 3.6 | -4 | -17 | 1 | 1 | 0.4 | -9 | -1
CC(C)C(=O)N1C2CCC1CC(O)(c1ccc(F)cc1)C2 (stereo unspecified) | -5 | 5 | -0.3 | 3 | 2 | 0 | -2 | -0.2 | 1 | 5
CN(C)CCCN(C(=O)c1ccc(C(=O)c2ccccc2)cc1)c1nc2ccc(F)cc2s1 | -7 | 2 | 8.8 | -2 | -44 | -3 | -5 | 1.7 | -1 | -2
N#CC1=C(N)Oc2n[nH]c(CSc3ccccc3)c2C12C(=O)Nc1ccccc12 (stereo unspecified) | -2 | -6 | -0.4 | 2 | 2 | -1 | 0 | -0.3 | 3 | -6
N#CC1=C(N)NC(SCc2ccc(Br)cc2)=C(C#N)C12CCCCC2 | -28 | -9 | 3.8 | -4 | -22 | 1 | -2 | 1.1 | -4 | -4

Results, previewed entries included:
SMILES | HTR5A inv ctr | RTF Ca sens inh | MOR-DOR ag | Keap1-Nrf2 PPI | OPRM1-OPRD1 inv | V-ATPase pHluor | HTR5A ag | C-LANA FP | RTF Ca sens act | CAL-PDZ inh HTS
COc1ccc(C2(O)C(=O)Nc3ccc(C)cc32)cc1OC (stereo unspecified) | -18 | -1 | -2.0 | 3 | 9 | -1 | 5 | 1.3 | -2 | -3
S=C(Nc1ccc(Cl)cc1)N1CCN(Cc2ccccc2)CC1 | -3 | 3 | 3.6 | -4 | -17 | 1 | 1 | 0.4 | -9 | -1
CC(C)C(=O)N1C2CCC1CC(O)(c1ccc(F)cc1)C2 (stereo unspecified) | -5 | 5 | -0.3 | 3 | 2 | 0 | -2 | -0.2 | 1 | 5
CN(C)CCCN(C(=O)c1ccc(C(=O)c2ccccc2)cc1)c1nc2ccc(F)cc2s1 | -7 | 2 | 8.8 | -2 | -44 | -3 | -5 | 1.7 | -1 | -2
N#CC1=C(N)Oc2n[nH]c(CSc3ccccc3)c2C12C(=O)Nc1ccccc12 (stereo unspecified) | -2 | -6 | -0.4 | 2 | 2 | -1 | 0 | -0.3 | 3 | -6
N#CC1=C(N)NC(SCc2ccc(Br)cc2)=C(C#N)C12CCCCC2 | -28 | -9 | 3.8 | -4 | -22 | 1 | -2 | 1.1 | -4 | -4
COc1ccccc1CN1CCN(C(c2ccccc2)c2ccccc2)CC1 | -3 | -9 | 7.0 | -2 | -36 | -3 | 1 | 1.2 | -1 | -3
CC1CCN(C(=O)CCS(=O)(=O)c2cc3c(cc2Cl)NC(=O)CO3)CC1 | 10 | -6 | -0.9 | 2 | 5 | 1 | 1 | -0.1 | 0 | .
CC(C)c1ccc(/C=C2\Oc3c(ccc(O)c3CN3CCN(C)CC3)C2=O)cc1 | -9 | -46 | -0.8 | -16 | 4 | -1 | 4 | 12 | 22 | -5
Cc1cc(C)cc(OCC(=O)NNC(=O)CCC(=O)NCc2ccccc2)c1 | -25 | -3 | -1.5 | 0 | 9 | -3 | -7 | 1.3 | -4 | -4
Cc1ccc(S(=O)(=O)N2CCC(NC(=O)c3ccccc3)CC2)cc1 | -11 | -8 | 0.2 | 1 | -1 | -1 | -3 | 1.0 | -5 | -7
O=C(Nc1c[nH]c(=O)[nH]c1=O)c1ccc([N+](=O)[O-])cc1 | 3 | 4 | 0.7 | -2 | -4 | 2 | 3 | -0.4 | -2 | -5
CCN1CCN(c2ncnc3sc4c(c23)CCC(C)C4)CC1 (stereo unspecified) | -1 | 3 | -3.7 | -1 | 17 | -2 | 0 | 0.2 | 0 | -3
CCC(C)NC(=O)c1c(N)n(/N=C/c2ccccn2)c2nc3ccccc3nc12 (stereo unspecified) | -9 | 5 | 1.7 | 1 | -8 | -4 | -3 | -1.2 | 0 | -3
COc1ccc(C(F)(F)F)cc1N/C=C\c1nnnn1-c1ccc(C)cc1 | -11 | -1 | 0.2 | -2 | -1 | -2 | 4 | -0.4 | 5 | .
CCOC(=O)C1=C(C)N=c2sc(=C(C)C)c(=O)n2C1c1ccc(N(C)C)cc1 (stereo unspecified) | 3 | -8 | -0.7 | 4 | 4 | -6 | -1 | -2.2 | 6 | -4
CCCn1c2c(c(O)c(C(=O)Nc3ncccc3C)c1=O)CCCC2 | -7 | -7 | 1.1 | 1 | -5 | 0 | -2 | -0.7 | -1 | -4
Cc1ccc(Cl)cc1NC(=O)Nc1cccs1 | 14 | -13 | 8.0 | -4 | -40 | 0 | 5 | 0.3 | -6 | -3
CCCc1c(C)[nH]c2ccc(C(=O)O)cc2c1=S | 1 | -4 | -1.0 | -2 | 5 | 1 | 0 | 12 | -6 | -11
COc1ccc(CC(=O)OCC(=O)NCc2ccco2)cc1 | -16 | -19 | 1.1 | -5 | -6 | -1 | 6 | 1.0 | 4 | 13
CCc1nnc(NS(=O)(=O)c2ccc(NC(=S)NC(=O)c3ccc(OC)c(OC)c3)cc2)s1 | 5 | 4 | -1.8 | -2 | 12 | 0 | -2 | -2.3 | -4 | -11
COCCN1C(=O)c2ccccc2C(C(=O)NCCCN2CCCC2=O)C1c1c[nH]c2ccccc12 (stereo unspecified) | -7 | -4 | -2.8 | -4 | 13 | 0 | 3 | -0.9 | -9 | .
CN(C(=O)c1cccc(NC(=O)Cc2ccc(NC(=O)C3CCN(C(=O)C4CCCCC4)CC3)cc2)c1)C1CC1 | -12 | -1 | -2.1 | -1 | 10 | 1 | 3 | -0.3 | -2 | 0
COC(=O)CSc1nnc(CNC(=O)c2ccccc2OC)n1-c1ccc(OC)cc1 | 13 | -1 | -1.2 | -4 | 6 | -2 | 3 | 0.1 | 4 | -7
CCOc1ccccc1N1CCN(C(=O)C(F)(F)F)CC1 | 12 | 9 | -2.1 | -2 | 9 | -1 | 5 | 0.8 | -5 | 1
C#CCOCCOCCOCCNc1nc(N2CCN(C(=O)Cn3cc(CCCN=C(N)N)nn3)CC2)nc(N2CCN(C(=O)[C@H](C)n3cc(CCCN=C(N)N)nn3)CC2)n1 | 7 | -7 | -2.4 | -5 | 13 | 4 | -1 | 0.4 | 9 | -5
Cc1cc(S(=O)(=O)N2CCCC(N(C)CCc3ccccn3)C2)c(C)s1 (stereo unspecified) | 10 | -7 | 3.0 | -8 | -17 | 2 | -3 | -0.9 | -2 | -2
CC(C)C(NC(=O)C1CCCCC1)C(=O)NCc1ccccn1 (stereo unspecified) | 10 | 4 | -3.8 | 0 | 16 | 1 | -4 | 1.8 | 0 | -1
Cc1ccc(CNC(=O)C23CN(Cc4ccccc4)CC2C(c2cccc([N+](=O)[O-])c2)=NO3)cc1 (stereo unspecified) | -15 | 6 | -4.6 | 0 | 21 | 0 | -1 | 2.3 | -6 | -3
COCCCNC(=O)C(=O)NCC1CCCN1S(=O)(=O)c1cccs1 (stereo unspecified) | 5 | 0 | -1.2 | -5 | 7 | -3 | 1 | 0.5 | -3 | -3
Cc1cccc(OCCCC(=O)NNC(=O)c2ccncc2)c1 | -28 | -1 | 0.4 | 0 | -3 | 7 | 10 | 0.8 | -5 | -1
CN(Cc1nc(-c2cnccn2)no1)Cc1n[nH]c2c1CCCCC2 | -3 | -11 | 0.1 | 0 | 0 | 5 | -2 | 0.9 | -2 | 1
CN(C)c1ncc(S(=O)(=O)c2ccccc2)c(-c2ccc(Cl)cc2Cl)n1 | -1 | -5 | -2.3 | 1 | 11 | 0 | 1 | 0.7 | 0 | -2
CCO/C=N/Nc1nc(C(F)(F)F)nc2c1cnn2Cc1ccccc1 | 3 | -1 | 1.8 | 1 | -8 | 4 | -1 | -1.4 | -2 | -2
COCCN1CCN(C(=O)c2ccc3oc(CCc4ccccc4)nc3c2)CC1 | -11 | -5 | -2.8 | 0 | 15 | 4 | 2 | 0.9 | 2 | -20
CCCCOCCCNC(=O)Cc1ccccc1OC | -4 | -1 | -0.3 | 1 | 2 | 0 | 3 | 1.0 | -7 | -2
COc1cc([N+](=O)[O-])ccc1NC(=O)CN1C(=O)NC2(CCCCC2C)C1=O (stereo unspecified) | -63 | -8 | -1.1 | 0 | 6 | 5 | 1 | 1.3 | -2 | -1
O=C(N/N=C/C=C/c1ccc([N+](=O)[O-])cc1)C1COc2ccccc2O1 (stereo unspecified) | 7 | 11 | 3.1 | 4 | -21 | -1 | 1 | -0.1 | -2 | -3
O=C1C=C(c2ccccc2)CCC1 | 10 | -2 | 0.1 | 3 | -1 | -5 | 2 | 1.5 | 0 | -1
COc1ccc(C(C(=O)NC2CCCCC2)N(Cc2cccnc2)C(=O)c2snc(C(N)=O)c2N)cc1 (stereo unspecified) | 14 | -17 | -1.8 | -1 | 11 | -4 | -5 | 2.7 | 4 | 0
COc1cccc(/C=C2\CCC(C3CCCC3)C2=O)c1OC (stereo unspecified) | -4 | 1 | 4.4 | -4 | -23 | 0 | 1 | -0.1 | -1 | -8
O=C(CSc1nc(=O)n(CCCN2CCOCC2)c2c1CCCC2)Nc1ccc(F)c(F)c1 | 12 | -18 | -3.9 | -1 | 20 | 1 | -5 | 0.1 | 1 | -2
CCCCCOCC1CC(C/C(C)=N/NC(N)=O)(C(=O)OCC)C(=O)O1 (stereo unspecified) | 8 | 7 | -4.2 | -1 | 21 | -1 | -3 | -0.2 | -7 | -2
CC(C)Sc1nc(N2CCOCC2)c2c(c1C#N)CC(C)(C)N(C)C2 | 9 | -12 | -3.1 | 0 | 16 | -1 | -4 | 1.0 | 6 | -5
COC(=O)C(C(=O)OC)C(C[N+](=O)[O-])c1ccc(OC)cc1 (stereo unspecified) | -8 | -4 | -2.4 | 2 | 14 | -4 | 3 | -1.3 | 0 | .
O=C(NCCO)c1cccc2c1-c1ccccc1C2=O | -2 | -2 | 0.4 | 1 | -3 | 5 | 1 | -1.6 | -4 | -1
Cc1nn(Cc2c(F)c(F)c(F)c(F)c2F)c(C)c1NC(=O)c1cccc(COc2ccc(Cl)cc2)c1 | 2 | 2 | 1.8 | 0 | -10 | -1 | 2 | 14 | 3 | .
